HIV fusion peptide: cell-free HIV fusion peptide-binding blockers – biochemical, uHTS, fluorescence dequenching, primary screen (AID 1986) | cell-free peptide binding, fluorescence dequenching, 30 min; higher % means a stronger effect | inhibition, % at 20 µM, or IC50 in µM where a hit was titrated | 290,000 compounds, 0.3% hits; in the data active = inhibition mostly above about 52%, no sharp cut-off; inactive = mostly below about 76%; also: some results filed as inactive read as strong as hits
bCat nuc transl: alters nuclear translocation of beta-catenin in HeLa cells. 190,000 compounds, 0.3% hits. AID 1665. immunofluorescence imaging. nuclear translocation activity, % at 5 µM;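 active = nuclear translocation activity above 50% at 5 µM, with a well cell count of 50 or more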;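 also: per-cell ratio of nuclear to cytoplasmic median beta-catenin stain intensity; plate controls were DMSO negative control for no effect and GSK-3 inhibitor IX positive control for full effect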
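Signal – beta-catenin immunofluorescence imaging with DAPI · Test system – human HeLa cell line · Dosing – 5 µM primary single dose, 0.1% DMSO, 0.02–20 µM confirmation series · Measure – % activation, nuclear-to-cytoplasmic median beta-catenin signal ratio per cell · Incubation – 24 h compound exposure at 37°C, 5% CO2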
MT stabilize HCS: stabilizes microtubules in HeLa cells; HeLa tubulin immunostaining HCS, 24 h; share of cells brighter than vehicle mean+2SD; % tubulin-high responders, % at 10 µM; 200,000 compounds, 0.83% hits; AID 2205;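 active = plate Z-score above 3 for both tubulin-high and condensed-nucleus cell shares, with cell loss under 80%, at 10 µM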;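 also: anti alpha tubulin signal scored within the nucleus-defined area of each cell; some results filed as inactive read as strong as hits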
Insulin prom up: MIN6 insulin promoter up-regulation; 190,000 compounds, 0.3% hits; z-score at 5 µM; MIN6 insulin promoter-GFP reporter, high-content imaging; hits give high values;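 active = z-score above 3 at 5 µM with at least 500 cells counted in the well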
AID2073: inhibitors of Mint1-CaV2.2 protein interaction, biochemical, HTRF (AID 2073); HTRF protein-protein interaction, Mint1-CaV2.2; higher % means a stronger effect; one-dose inhibition, % at 20 µM; IC50 in µM for titrated hits; 290,000 compounds, 0.19% hits; in the data active = inhibition mostly above about 51%, no sharp cut-off; also: some results filed as inactive read as strong as hits
Yfh1-off respiration: mitochondrial function rescue without frataxin homolog – Friedreich's ataxia, plus single-dose screen, dose response (AID 1465); S. cerevisiae Yfh1-off respiration, WST-1 reduction, 72 h; higher fold induction means a stronger effect; fold induction at 50 µM, or EC50 in µM where a hit was titrated; 220,000 compounds, 0.074% hits;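 active = fold induction of absorbance versus untreated yeast above a set limit, then at least 30% activation at any dose in follow-up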;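 also: activators that raise dye reduction in frataxin-depleted yeast; strong numbers were not always called active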
Autophagy mod: autophagy modulation, high-content screen; MEF GFP-LC3 puncta imaging; test concentration mostly 10 µM; calls only at 10 µM (by protocol); 190,000 compounds, 0.98% hits; AID 463193;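 active = percentage of spot-positive cells more than 3 SD above its plate mean, without a fluorescence outlier flag or 80% toxicity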;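 also: spot-positive cell cutoff set from DMSO-treated cells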
Dynein transport: dynein cargo transport inhibition; z-score, hits read low; 220,000 compounds, 0.47% hits; AID 1381; 3617.4 mouse cells, GR-EGFP nuclear translocation imaging; test concentration mostly 20 µM; stimulated with dexamethasone, 1 µM; hits give low values;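 active = plate z-score of nuclear minus cytoplasmic receptor signal below a set negative limit, without overly bright fluorescence or cell loss, cut at about -3.5 in these data, passing the limit was not always enough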;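 also: z-score of nuclear minus cytoplasmic ring GR-EGFP intensity difference per well; some compounds called inactive have numbers as strong as hits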
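Buffer or medium: tet-free, stripped-serum medium; reagent: dexamethasone at 1.0 µM final, 30 min; incubation: 48 h induction, 1 h compound, 30 min dex at 37 °C; measured by: formaldehyde fixation, Hoechst nuclear stain, 10x automated fluorescence imaging; read-out: nuclear-to-cytoplasmic GR-EGFP distribution per well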
WT yeast gro inh: growth inhibition of WT yeast, mitochondrial fusion screen; inhibition, % at 10 µM; 190,000 compounds, 2.1% hits; AID 1362; mitochondrial fusion phenotypic screen, WT strain; in the data active = inhibition above about 58%; tested in S. cerevisiae
WT yeast gro inh mutant strain: recorded beside WT yeast gro inh, whose call it bears; inhibition, %; mitochondrial fusion phenotypic screen, mutant strain inhibition
Dynein transport cytoplasmic EGFP: recorded beside Dynein transport, whose call it bears; z-score; measured here: cytoplasmic GR-EGFP intensity; hits give high values
Dynein transport nuclear GR-EGFP: further read-out of Dynein transport, marked with its call; z-score; measured here: nuclear GR-EGFP intensity;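 lower value marks the stronger effect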
Dynein transport cell count: also measured in Dynein transport; calls as there; z-score; measured here: cell count per field
Insulin prom up cell count: also measured in Insulin prom up; calls as there; cell count; measured here: cytotoxicity, nuclei count;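 total cells summed across four imaged fields per well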
bCat nuc transl cell count 5 µM: further read-out of bCat nuc transl, marked with its call; cell count; measured here: cell count, cytotoxicity flag
MT stabilize HCS Hoechst-high %: recorded beside MT stabilize HCS, whose call it bears; % Hoechst-high responders; measured here: nuclear condensation Hoechst responders;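 share of cells brighter than vehicle mean plus two SD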
MT stabilize HCS cytotoxicity %: recorded beside MT stabilize HCS, whose call it bears; toxicity, %; measured here: cytotoxicity by cell density;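 0% = mean cell density of plate MIN control wells and 100% = no cells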
Autophagy mod cell loss 18 h: recorded beside Autophagy mod, whose call it bears; toxicity, %; measured here: cell loss, nuclei count;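 cell loss after 18 h compound exposure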
Starred values were filed as active, the others as inactive; i = inactive; . = not tested or not shown; + = active, no number.

| structure | HIV fusion peptide | bCat nuc transl | bCat nuc transl cell count 5 µM | MT stabilize HCS | MT stabilize HCS Hoechst-high % | MT stabilize HCS cytotoxicity % | Insulin prom up | Insulin prom up cell count | AID2073 | Yfh1-off respiration | Autophagy mod | Autophagy mod cell loss 18 h | Dynein transport | Dynein transport cytoplasmic EGFP | Dynein transport nuclear GR-EGFP | Dynein transport cell count | WT yeast gro inh | WT yeast gro inh mutant strain |
| --- | --- | --- | --- | --- | --- | --- | --- | --- | --- | --- | --- | --- | --- | --- | --- | --- | --- | --- |
| Cc1cccc(-n2nnnc2SCn2nnc3ccccc3c2=O)c1 | . | . | . | 2.8 | 2.0 | 9.0 | . | . | . | i | + | -10.2* | 3.18 | -0.193 | 2.32 | -1.57 | -8.4 | -1.8 |
| CC1(C)CC(=O)c2cc(OCC(=O)N3CCN(c4ccccc4F)CC3)ccc2O1 | 2.5% | -0.8 | 1013 | 3.1 | 1.8 | 1.8 | 0.04 | 1839 | 8.7% | i | i | -8.1 | -0.423 | -0.202 | 0.165 | 0.686 | -0.6 | -1.5 |
| CCCNC(=O)CCn1c(-c2ccc(C)cc2)cc(C(=O)OCC)c1C | -2.1% | . | . | 3.7 | 1.8 | 4.2 | . | . | -2.8% | i | i | 8.2 | -0.456 | -0.228 | -0.419 | 0.77 | 4.4 | -2.9 |
| O=C(CCCc1ccccc1)NCc1ccc(F)cc1 | 2.0% | . | . | 3.9 | 4.1 | 6.5 | -0.16 | 1368 | 8.5% | i | i | -4.5 | -0.74 | -0.31 | -0.81 | 0.904 | -6.9 | -3.3 |
| C=CCOc1ccc(-c2n[nH]c(=S)o2)cc1 | 1.9% | 0.1 | 945 | 1.3 | 0.9 | 5.0 | . | . | 11.3% | i | i | -10.4 | 0.378 | -0.189 | 0.179 | -0.176 | -12.7 | -23.5 |
| Cc1oc(C(=O)O)cc1COc1ccc2c3c(c(=O)oc2c1C)CCCC3 | -2.3% | -3.4 | 988 | . | . | . | -0.45 | 1216 | 8.0% | . | . | . | . | . | . | . | . | . |
| CC(=O)NC1C(OCc2cccc(Br)c2)OC(COC(C)=O)C(OC(C)=O)C1OC(C)=O (stereo not drawn) | 0.6% | -1.1 | 1063 | 1.9 | 1.7 | 1.0 | 0.49 | 1417 | 8.0% | i | i | -16.0 | -0.0898 | -0.17 | 0.168 | 0.894 | -6.4 | -9.3 |
| COCCCNC(=O)C1CC(=O)N(CCc2ccc(OC)c(OC)c2)C1 (stereo not drawn) | -1.7% | 1.9 | 1394 | 2.8 | 1.6 | 9.0 | -1.19 | 1520 | 4.7% | i | i | 10.9 | -0.215 | -0.328 | -0.512 | 0.76 | -4.3 | 0.9 |
| O=C(Nc1ccc(S(=O)(=O)NCc2cccnc2)cc1)c1ccco1 | 0.8% | -9.9 | 1036 | 1.5 | 1.4 | 1.0 | -1.56 | 1152 | -1.4% | i | i | -8.3 | -0.459 | -0.222 | -0.0742 | 0.437 | 4.6 | 4.5 |
| Cc1nn(C)cc1CN(C)S(=O)(=O)c1cccc([N+](=O)[O-])c1 | -1.9% | 0.9 | 855 | 5.5 | 0.9 | 7.4 | -0.2 | 1627 | -4.8% | i | i | 10.1 | -0.0917 | -0.00731 | 0.513 | 0.644 | -5.0 | -4.1 |
| O=C(CCc1nnc(Cc2ccc3c(c2)OCO3)o1)NCc1nc2ccccc2s1 | -0.8% | -0.8 | 932 | 3.4 | 2.3 | 7.2 | . | . | 4.1% | i | i | -10.1 | -1.06 | -0.245 | -0.6 | 0.675 | 2.1 | -4.8 |
| O=C(CSc1ncnc2c1sc1ccccc12)Nc1ccc(Br)cc1 | 0.3% | -2.6 | 1159 | 7.0 | 1.3 | 10.6 | . | . | 29.4% | i | i | 10.3 | 0.123 | -0.224 | 0.171 | 0.611 | -1.1 | -16.1 |
| Clc1cccc(Cl)c1Cn1cnc2c(NCc3ccco3)ncnc21 | -2.5% | 7.9 | 942 | 3.2 | 1.6 | 3.6 | 2.27 | 768 | -21.7% | i | i | -10.1 | 0.408 | -0.133 | 0.66 | 0.55 | -2.4 | -1.3 |
| CCc1ccc(NC(=O)CS(=O)CC(=O)Nc2ccc(F)cc2F)cc1 (stereo not drawn) | -2.8% | -4.2 | 866 | 6.0 | 3.5 | 9.3 | 1.68 | 1172 | 11.0% | i | i | -14.1 | -0.717 | -0.228 | -0.13 | 0.822 | -9.1 | -9.3 |
| COc1ccc(-c2nc(NC(=O)C3CCN(c4nc5ccccc5o4)CC3)sc2C)cc1 | -0.8% | -1.2 | 1118 | 3.4 | 1.7 | 9.0 | -2.49 | 734 | 8.9% | i | i | -15.0 | 0.259 | -0.217 | 0.294 | 0.0659 | 22.1 | 23.1 |

Continued:
| structure | HIV fusion peptide | bCat nuc transl | bCat nuc transl cell count 5 µM | MT stabilize HCS | MT stabilize HCS Hoechst-high % | MT stabilize HCS cytotoxicity % | Insulin prom up | Insulin prom up cell count | AID2073 | Yfh1-off respiration | Autophagy mod | Autophagy mod cell loss 18 h | Dynein transport | Dynein transport cytoplasmic EGFP | Dynein transport nuclear GR-EGFP | Dynein transport cell count | WT yeast gro inh | WT yeast gro inh mutant strain |
| --- | --- | --- | --- | --- | --- | --- | --- | --- | --- | --- | --- | --- | --- | --- | --- | --- | --- | --- |
| S=c1nc(-c2ccccc2)n(CCN2CCOCC2)c2c1CCCC2 | -0.9% | -0.9 | 965 | 3.1 | 2.6 | 9.3 | 1.16 | 1150 | 11.5% | i | i | 22.7 | -0.186 | -0.022 | 0.139 | 0.302 | 4.0 | -1.7 |
| CN1CCC(OC(=O)COc2ccc(Cl)cc2Cl)CC1 | 0.8% | -0.4 | 1037 | 3.3 | 1.8 | 4.1 | . | . | -11.6% | i | i | 1.5 | 0.389 | -0.271 | 0.319 | -0.064 | -14.2 | 6.0 |
| CCCCN(CCCNC(=O)CN1C(=O)COc2ccccc21)c1ccccc1 | -5.5% | -0.4 | 1039 | 2.5 | 2.8 | 7.6 | 0.24 | 1681 | -13.5% | i | + | -27.2* | 0.6 | -0.193 | 1.19 | -0.471 | -2.3 | -3.6 |
| O=C1CCC([N+](=O)[O-])C(c2cc3c(cc2Cl)OCO3)N1 (stereo not drawn) | 1.0% | -1.2 | 940 | 1.3 | 0.9 | 2.0 | -0.36 | 1498 | 17.1% | i | i | -16.6 | 0.484 | 0.266 | 0.837 | -0.97 | 15.2 | 11.4 |
| O=C(NC1CCN(C(=O)Nc2ccccc2)CC1)C1CCCCC1 | 2.9% | 2.0 | 1066 | 1.7 | 1.2 | 1.4 | -0.13 | 950 | 0.5% | i | i | -6.5 | -0.226 | -0.183 | 0.0442 | 0.478 | 6.4 | -0.4 |
| CCOC(=O)c1c(C)oc2cc(Br)c(OCC(N)=O)cc12 | -0.1% | 5.9 | 523 | 3.0 | 2.2 | 5.5 | . | . | 2.1% | i | i | 0.6 | -0.305 | -0.269 | -0.336 | 0.854 | 5.4 | -16.5 |
| CCOC(=O)c1sc(N)c(C(=O)OCC)c1COC(=O)C1CC(=O)N(Cc2ccco2)C1 (stereo not drawn) | 0.0% | -1.8 | 1131 | 1.5 | 1.0 | 7.3 | -1.54 | 1272 | 19.6% | i | i | -3.9 | 1.16 | -0.0603 | 1.06 | -0.747 | 2.0 | 11.9 |
| Cc1ccc(NC(=O)Cn2nc(C)c3ccccc3c2=O)c(C)c1 | 0.4% | -7.1 | 746 | 6.6 | 1.8 | 9.5 | 0.42 | 1213 | 16.5% | i | i | -58.1 | 0.949 | -0.244 | 0.891 | -0.697 | -7.3 | -0.5 |
| CC(C)c1onc(C(=O)NC(C)c2ccccc2)c1[N+](=O)[O-] (stereo not drawn) | -1.6% | -0.8 | 1122 | 3.1 | 2.0 | 4.5 | 1.41 | 1039 | -2.9% | i | i | 8.1 | 2.52 | -0.315 | 1.39 | -0.596 | 18.7 | 7.0 |
| COc1cccc(C2C3=C(CCCC3=O)NC3=C2C(=O)c2ccccc23)c1 (stereo not drawn) | -5.1% | 1.9 | 1526 | 4.3 | 2.5 | 3.0 | -0.1 | 1086 | -9.5% | i | i | 14.0 | 0.123 | -0.144 | 0.0924 | -1.4 | 16.9 | 14.1 |
| CCOC(=O)Cc1[nH]nc2c1C(C1C=CCCC1)C(C#N)=C(N)O2 (stereo not drawn) | -2.9% | 0.8 | 989 | 2.8 | 2.0 | 0.8 | . | . | 2.3% | i | . | . | 1.68 | -0.221 | 1.21 | -0.477 | -7.6 | -4.1 |
| O=S(=O)(c1ccc(OCC(O)CN2CCC(Cc3ccccc3)CC2)cc1)N1CCOCC1 (stereo not drawn) | -2.0% | 1.1 | 1110 | 1.9 | 1.8 | 8.9 | 0.53 | 1882 | -8.0% | i | i | 13.0 | -0.0723 | -0.0932 | -0.68 | 0.583 | 5.4 | 0.0 |
| N#Cc1cnc2c(-c3ccccc3)c(-c3ccccc3)nn2c1N | -0.2% | -2.3 | 798 | 5.1 | 3.8 | 8.2 | -0.8 | 1433 | 4.6% | i | i | -3.0 | -0.547 | -0.331 | 0.346 | -0.197 | 8.1 | -0.4 |
| CC(C)[C@H]1CN=C2N(C[C@H](C)NC(=O)CCC3CCCCC3)[C@H](Cc3ccc(O)cc3)CN21 | -0.2% | -2.0 | 1141 | . | . | . | -0.67 | 1069 | 29.4% | i | . | . | 0.567 | -0.663 | 0.291 | -0.648 | . | . |
| C=CCN(CC=C)S(=O)(=O)c1ccc2nc(NC(=O)C(C)C)sc2c1 | 0.1% | 46.7 | 440 | 16.2 | 12.2 | 60.4 | -0.44 | 1070 | 2.8% | i | i | 50.0 | -0.858 | -0.212 | -0.186 | 2.29 | 17.5 | 20.5 |
| O=C(COc1ccc(Br)cc1Br)NC(=S)Nc1cccc(CO)c1 | 1.7% | . | . | 6.3 | 3.3 | 13.7 | -0.2 | 1151 | 12.0% | i | i | -4.5 | 2.18 | -0.0269 | 1.19 | -2.2 | 10.9 | -11.9 |

High-throughput results deposited in PubChem BioAssay by several laboratories.
